Compound activity deposited in PubChem BioAssay by several laboratories.
CaV13 ICDI inh – Disruptors of the CACNA1D IQ motif to Ca2+-dependent inactivation inhibitor domain association, primary screening, Förster resonance energy transfer in intact living …; 0.098% of 340,000 active; AID 743397; HEK cells, CFP/YFP FRET ICDI-IQ, plate reader, 10 min; percent FRET-ratio fall versus neutral wells; inhibition, % at 12.3 µM;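 active = mean replicate inhibition of at least 30% and at least 1% of replicates passing that level; inconclusive = only one of the two criteria is met; inactive = neither criterion is met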;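 note: 0% = median of the neutral control wells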
PDI inh – blocks human protein disulfide isomerase activity; AID 588391; 0.052% of 350,000 active; PDI insulin aggregation turbidity, A650, 90 min; inhibition, % at 10 µM; P07237;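 active = mean inhibition across replicates of 30% or more, whatever share of single replicates reach that level; inconclusive = mean inhibition below 30% while every single replicate reaches 30%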;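 note: absorbance from insulin aggregation driven by PDI reduction with DTT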
MC4R antag cAMP – antagonists of human melanocortin 4 receptor (MC4R); P32245; MC4R-expressing cells, MTII-stimulated cAMP, LANCE TR-FRET; inhibition, % at 6.5 µM; 0.48% of 360,000 active; AID 540295;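 active = inhibition above its plate's cutoff, the mean of tested wells on that plate plus 3 SD, cut at about 29% in these data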;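 note: 0% = Melanotan II alone and 100% = Melanotan II plus saturating MCL0020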
Target sequence (P32245 whole entry, looked up): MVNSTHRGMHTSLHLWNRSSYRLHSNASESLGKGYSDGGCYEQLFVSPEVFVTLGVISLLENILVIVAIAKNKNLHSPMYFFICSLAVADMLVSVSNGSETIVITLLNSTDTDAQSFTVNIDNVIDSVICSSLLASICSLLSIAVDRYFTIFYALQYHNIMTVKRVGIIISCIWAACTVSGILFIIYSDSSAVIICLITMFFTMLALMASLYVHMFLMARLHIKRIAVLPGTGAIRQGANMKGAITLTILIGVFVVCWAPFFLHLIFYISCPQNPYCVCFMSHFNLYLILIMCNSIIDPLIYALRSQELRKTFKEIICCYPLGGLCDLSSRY
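System – human MC4R-expressing U2OS cells · Also added – Melanotan II · Dosing – one concentration, 6.5 µM nominal · Timing – 30-min compound, 1-h challenge, 1-h detection, room temperature · Measured by – Eu-cAMP/anti-cAMP TR-FRET, emission 671 nm · Replicates – singlicate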
Cardio protect – protects H9c2 cardiomyocytes from peroxide injury; protection from H2O2 cell death, % at 20 µM; H2O2 injury protection, ATPLite, 2 h; 0.63% of 360,000 active;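 active = compounds giving at least 50% protection of heart cells from peroxide-induced death in the single-dose screen, raw or plate-pattern-corrected value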;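 note: 0% = DMSO wells with peroxide and 100% = DMSO wells without peroxide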
aDG glyco up – increases alpha dystroglycan glycosylation | Pro5-aDG cells, alpha-DG glycosylation AlphaScreen (IIH6); 0% Pro5, 100% B10-LARGE cell signal | AID 624168 | 0.22% of 360,000 active | activation, % at 10 µM;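 active = activation of at least 8% versus controls, or a plate z-score of at least 8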;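 note: Pro5 are CHO cells carrying HIG-tagged alpha-DG that lacks glycosylation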
N-glyco inh – blocks N-linked glycosylation in D54 reporter cells. D54 ERlucT glycosylation luciferase reporter, 24 h; percent of 100 nM tunicamycin response. reporter increase, % at 12.5 µM. 0.23% of 360,000 active;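 active = mean luciferase reporter signal, scaled so untreated is 0 and the glycosylation-blocking control 100, at or above a set limit in every replicate; inconclusive = mean reaches the limit but not every replicate does; inactive = mean below the limit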;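 note: luciferase carries N-glycosylation sites so blocking glycosylation raises the light; 0% = median of neutral control wells and 100% = median of 100 nM tunicamycin wells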
Vif imaging – inhibitors of HIV Vif; HEK293T cells, Vif self-association by quenched fluorescence, imaging, 24 h; inhibition, % at 7.49 µM; 0.35% of 340,000 active; in the data active = inhibition above about 50%, passing the limit was not always enough; inconclusive = no clear call, values can overlap the other calls; inactive = below about 31%; note: some results filed as inactive read as strong as hits
MC4R barr agon – activates human MC4R beta-arrestin recruitment; AID 540308; 0.98% of 360,000 active; U2OS MC4R beta-arrestin complementation, luminescence; percent of melanotan II response, DMSO zero; P32245; activation, % at 8.9 µM;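 active = activation above a per-plate cutoff, the mean activation of sample wells on that plate plus 3 SD, cut at about 8% in these data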
HTR2A ag – activates the mouse 5-HT2A serotonin receptor; activation, % at 7.6 µM; P35363; 0.66% of 360,000 active; AID 624169; CHO-K1 mHTR2A beta-arrestin complementation, luminescence; percent of 30 µM serotonin response;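 active = activation above a run cutoff, the mean activation of all tested compounds plus 3 SD, cut at about 14% in these data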;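 note: 0% = plate median of compound wells and 100% = 30 µM serotonin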
Target sequence (P35363 whole entry, looked up): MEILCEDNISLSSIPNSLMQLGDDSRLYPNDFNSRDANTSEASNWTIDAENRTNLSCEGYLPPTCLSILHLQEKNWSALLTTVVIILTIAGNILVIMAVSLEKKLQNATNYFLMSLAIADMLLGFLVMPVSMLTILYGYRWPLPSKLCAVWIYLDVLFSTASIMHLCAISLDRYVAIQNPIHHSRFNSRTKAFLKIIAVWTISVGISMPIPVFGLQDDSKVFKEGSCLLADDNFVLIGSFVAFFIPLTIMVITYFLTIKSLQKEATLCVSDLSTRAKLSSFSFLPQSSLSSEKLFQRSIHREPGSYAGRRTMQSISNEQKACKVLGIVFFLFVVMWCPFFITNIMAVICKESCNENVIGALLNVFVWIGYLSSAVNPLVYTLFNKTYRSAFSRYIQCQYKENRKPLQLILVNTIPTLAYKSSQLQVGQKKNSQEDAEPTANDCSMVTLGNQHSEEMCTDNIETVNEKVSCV
ABCB6 inh 2 – inhibitors of human ABC transporter ABCB6 | Q9NP58 | K562-ABCB6 porphyrin accumulation, flow cytometry, 1 h; active compounds read low | fluorescence ratio to DMSO, % at 10 µM | 0.19% of 360,000 active | AID 602162;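 active = fluorescence ratio to DMSO below 75%, the collection mean minus 3 SD; inconclusive = too few cells collected in the well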;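 note: signal is porphyrin accumulated inside mitochondria; 100% equals median channel fluorescence of DMSO control wells; lower ratio means ABCB6 inhibition with less porphyrin fluorescence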
* = called active by the depositor; ? = inconclusive; nt = not tested or not shown. Hits appear at their usual frequency; any-hit rate near 3.6%.

SMILES	CaV13 ICDI inh	PDI inh	MC4R antag cAMP	Cardio protect	aDG glyco up	N-glyco inh	Vif imaging	MC4R barr agon	HTR2A ag	ABCB6 inh 2
CCC(C)C(NC(=O)c1ccccc1NC(=O)c1ccccc1)C(=O)N1CCOCC1 (stereo unspecified)	-4	-3	-8	6	0.3	1	2	-2.1	-2	98
COc1cccc(NC(=O)COC(=O)COc2cccc3c2OC(C)(C)C3)c1	nt	2	7	-2	0.2	0	6	-2.7	-1	97
COCCOC(=O)c1cc(C(=O)c2cc(F)ccc2O)coc1=N	-4	8	-3	12	-0.1	-1	-7	-0.7	-2	105
COc1ccc(CNC(=O)C2CCN(S(=O)(=O)c3c(C)noc3/C=C/N(C)C)CC2)cc1	nt	-3	14	3	-0.1	-1	-2	1.1	0	99
CC1CN(C(=O)c2cc3cc(Cl)cc(Cl)c3oc2=O)CC(C)O1 (stereo unspecified)	-3	-5	-1	2	-0.2	1	8	0.8	4	98
CCOC(=O)C1=C(C)NC(=O)N(C(C)=O)C1c1ccc(Cl)cc1 (stereo unspecified)	-5	-1	10	-2	0.1	0	1	0.8	-5	105
Cc1ccccc1N1CCN(C(=S)c2ccc(-c3cccc([N+](=O)[O-])c3)o2)CC1	4	8	-1	-6	-0.4	-2	-9	-1.4	-8	93
N#Cc1nc(-c2cccc3ccccc23)oc1N1CCCCC1	nt	-4	-1	-10	0.3	2	15	-0.5	6	97
O=C(CSc1cccc2cccnc12)N/N=C/c1ccc(O)cc1	-2	-2	-1	8	-0.1	2	-14	3.7	-3	96
O=C(c1cc(-c2ccccc2)n[nH]1)N1CCN(S(=O)(=O)c2ccccc2)CC1	-11	nt	4	-4	-0.1	1	5	-1.9	-4	96
COc1cc(/C=C2/C(=N)N3C=CSC3=NC2=O)ccc1OCCCOc1c(C)cccc1C	-7	0	2	-9	0.3	-5	10	8.4*	9	95
CCc1nnc(SC(C)C(=O)Nc2nccs2)n1C (stereo unspecified)	-6	-6	3	5	0.2	0	1	-0.5	-3	98
Cc1ccc(N(CC(=O)NCc2ccccn2)S(=O)(=O)c2ccccc2)cc1C	-6	-5	-1	-3	0.0	-2	2	-1.1	-2	96
CC1CCCN(C(=O)CCNS(=O)(=O)c2ccc(Br)cc2)C1 (stereo unspecified)	-14	-8	-2	1	0.1	-1	-5	3.0	11	99
COc1cc(/C=N/Nc2cccc3cccnc23)cc(OC)c1O	-4	-7	-4	-2	0.7	-8	nt	-2.6	-1	103
CC1=C(C(=O)N2CCc3ccccc32)C2(CCC(C)CC2)OC1=O (stereo unspecified)	-5	-10	-2	9	0.1	2	-6	-0.1	3	104
Cc1nn(-c2ccccc2)c(C)c1/C=N/NC(=O)c1cc(C23CC4CC(CC(C4)C2)C3)[nH]n1	nt	-4	9	-17	1.0	-2	4	4.8	-3	89
CN(C)Cc1c(C(=O)N/N=C/CCc2ccccc2)nnn1-c1nonc1N	-4	-1	7	5	-0.1	0	3	1.2	-8	96
COc1ccc([C@H]2CC(=O)C=C(c3cccc(C(F)(F)F)c3)C2)cc1	-13	0	6	-2	-0.4	-2	1	0.7	-5	101
CC(=O)NC(CC(=O)NCC(c1ccco1)N(C)C)c1ccccc1 (stereo unspecified)	-5	-1	-2	5	-0.1	0	4	2.2	4	91

Whole records as entered above. Order of values: CaV13 ICDI inh, PDI inh, MC4R antag cAMP, Cardio protect, aDG glyco up, N-glyco inh, Vif imaging, MC4R barr agon, HTR2A ag, ABCB6 inh 2
Profile of COCCOC(=O)c1cc(C(=O)c2cc(F)ccc2O)coc1=N : -4, 8, -3, 12, -0.1, -1, -7, -0.7, -2, 105
Profile of CCOC(=O)C1=C(C)NC(=O)N(C(C)=O)C1c1ccc(Cl)cc1 (stereo unspecified) : -5, -1, 10, -2, 0.1, 0, 1, 0.8, -5, 105
Profile of COc1ccc([C@H]2CC(=O)C=C(c3cccc(C(F)(F)F)c3)C2)cc1 : -13, 0, 6, -2, -0.4, -2, 1, 0.7, -5, 101
Profile of CN(C)Cc1c(C(=O)N/N=C/CCc2ccccc2)nnn1-c1nonc1N : -4, -1, 7, 5, -0.1, 0, 3, 1.2, -8, 96
Profile of O=C(CSc1cccc2cccnc12)N/N=C/c1ccc(O)cc1 : -2, -2, -1, 8, -0.1, 2, -14, 3.7, -3, 96

(cont.)
SMILES	CaV13 ICDI inh	PDI inh	MC4R antag cAMP	Cardio protect	aDG glyco up	N-glyco inh	Vif imaging	MC4R barr agon	HTR2A ag	ABCB6 inh 2
CC(=O)Nc1ccc(S(=O)(=O)Nc2ccccc2C(=O)N2CCOCC2)cc1	-2	-8	11	-5	0.0	1	1	-2.2	4	93
COc1ccccc1-c1cc(C2CC2)nc(N)c1C#N	-7	-7	-1	-11	0.7	-1	0	-0.8	1	97
Cn1nc(-c2ccc(Cl)cc2)c2cc(C(=O)N3CCN(c4ccccn4)CC3)sc21	nt	-2	18	-9	0.1	-7	-10	0.7	2	97
Cc1cccc(OCCC(=O)Nc2ccc(C)c(S(=O)(=O)N3CCCCC3)c2)c1	nt	-3	22	-10	0.1	-6	-7	4.9	-4	103
CCN1CCN(c2ccc(S(=O)(=O)N3CCCCC3)cc2NC(=O)COc2ccc(Cl)cc2)CC1	-6	-3	7	-3	1.3	-4	-3	-0.8	-13	94
O=C(Nc1ccc(S(=O)(=O)Nc2nccs2)cc1)C1CCCCC1	-8	-4	5	2	1.3	3	nt	-1.6	0	99
O=C(NNC(=O)c1ccccn1)c1cccc([N+](=O)[O-])c1	0	7	6	44	0.9	0	9	-0.3	-9	93
Cc1cccc(C)c1NC(=O)COC(=O)c1ccc(N2CCCC2)c([N+](=O)[O-])c1	-6	-5	-1	-3	-0.1	1	-19	3.6	0	94
COc1cc(/C=C(\C#N)c2nc3ccccc3[nH]2)c([N+](=O)[O-])cc1OCc1ccccc1	-6	-10	7	34	0.6	-1	-26	-3.9	-3	110
Nc1ccc2nc(-c3ccc(N)c(Cl)c3)[nH]c2c1	nt	-10	1	19	0.1	-9	-1	1.4	-11	115
COc1ccc(C(=O)NC(NC(=O)c2ccc(OC)cc2)c2ccccc2F)cc1	-4	-7	-2	0	0.0	0	-10	0.7	1	102
CC1=CC(C)C2(COC(c3ccc[n+](C)c3)OC2)C(C)C1 (stereo unspecified)	0	-1	6	-5	-0.3	0	0	-2.2	7	98
O=C(COc1ccccc1)N1CCN(c2ccc([N+](=O)[O-])c(N3CCCCC3)c2)CC1	-11	2	8	-2	0.5	-1	-3	1.0	0	84
O=S(=O)(Nc1ccc(Br)cc1)c1cccc(NS(=O)(=O)c2cccs2)c1	-13	5	3	2	0.1	2	?	-1.4	8	98
Cc1ccc(C(=O)COc2cccc(NC(=O)c3ccco3)c2)cc1	-6	7	14	0	0.1	0	11	-0.4	0	97
CC1=NN(C(=O)CCCc2ccccc2)C(O)(C(F)(F)F)C1 (stereo unspecified)	-6	-4	21	1	-0.2	0	-5	-1.9	5	97
CCOC(=O)N1CCN(C(=O)c2ccc(NC(=O)CC)cc2)CC1	-5	3	9	-3	0.2	0	-16	-1.5	-3	102
COc1cccc(-c2nnn(CCc3nn[nH]n3)n2)c1	-5	-11	17	6	-0.2	1	5	-0.4	6	102
O=C(O)CC(NC(=O)C12CC3CC(CC(C3)C1)C2)c1ccc2c(c1)OCO2 (stereo unspecified)	9	-5	9	-4	0.3	-3	0	-2.4	0	99
CCOC(=O)c1sc2nc(C)cc(-c3ccccc3)c2c1N	-7	5	2	-8	0.7	2	1	0.9	3	71*

The last four compounds of the part before are carried over, then new ones follow:
SMILES	CaV13 ICDI inh	PDI inh	MC4R antag cAMP	Cardio protect	aDG glyco up	N-glyco inh	Vif imaging	MC4R barr agon	HTR2A ag	ABCB6 inh 2
CCOC(=O)N1CCN(C(=O)c2ccc(NC(=O)CC)cc2)CC1	-5	3	9	-3	0.2	0	-16	-1.5	-3	102
COc1cccc(-c2nnn(CCc3nn[nH]n3)n2)c1	-5	-11	17	6	-0.2	1	5	-0.4	6	102
O=C(O)CC(NC(=O)C12CC3CC(CC(C3)C1)C2)c1ccc2c(c1)OCO2 (stereo unspecified)	9	-5	9	-4	0.3	-3	0	-2.4	0	99
CCOC(=O)c1sc2nc(C)cc(-c3ccccc3)c2c1N	-7	5	2	-8	0.7	2	1	0.9	3	71*
O=C(Nc1cccc(NC(=O)c2cccs2)c1)c1ccc2c(c1)OCO2	-3	8	1	1	-0.3	3	1	3.3	3	90
CCOC(=O)c1csc(Nc2nc3ccc(F)cc3s2)n1	-4	20	6	23	-0.5	3	2	-1.8	-7	95
Cc1[nH]c2ccccc2c1C(=O)CN1CCSCC1	nt	-2	-6	-7	0.0	1	0	-0.4	5	104
COc1ccc(S(=O)(=O)N2CCOCC2)cc1NC(=O)c1ccc2c(c1)OCO2	-16	1	-2	-1	-0.3	2	6	3.7	-2	100
C1CCCC(NC2=NCCO2)CCC1	nt	0	13	4	0.0	0	-1	0.9	3	99
Cc1cc(C(=O)N/N=C/c2cccn2C)no1	-3	11	2	-9	0.0	3	-8	0.9	6	97
CCc1nc(N2CCCC(C)C2)c2oc3ccccc3c2n1 (stereo unspecified)	-4	-2	9	-6	0.0	0	-1	-1.6	3	102
CON/C=C(\C=Nc1ccc(Cl)cc1)c1ncc(C(F)(F)F)cc1Cl	-6	6	1	-11	-0.3	2	3	-0.1	3	96
CC(NCc1cccc(S(=O)(=O)N(C)C)c1)c1ccc(F)cc1 (stereo unspecified)	-4	3	9	-2	0.1	1	0	-3.1	-6	97
Cc1ccc(CCC(=O)Nc2ccccc2C(=O)O)o1	-3	0	-1	-1	-0.4	-1	7	-2.4	5	102
S=C(NCc1ccco1)N/N=C/c1ccncc1	2	6	3	-2	0.1	-2	4	-3.3	-1	100
C=CCN=C1SCC(=O)N1S(=O)(=O)c1ccc(C)cc1	-5	-3	3	6	0.0	2	-4	-2.1	-4	100
O=C(NCc1ccccc1Cl)c1ccc(-c2ccccc2)cc1	-3	10	5	-5	0.1	-2	1	9.3*	-5	96
Cc1ccc(C)c(NC(=O)Cn2cnc3c(oc4ccccc43)c2=O)c1	-6	-6	6	1	0.3	8	2	-0.4	-1	99
C=Cn1cc[n+](CC(=O)C(C)(C)C)c1	-4	5	2	2	-0.4	2	0	-2.2	1	97
